Source: PubChem
ALDH1A1 block = blocks purified human ALDH1A1 activity. P00352. Purified ALDH1A1, NADH fluorescence, propionaldehyde substrate. Potency, µM (top dose mostly 75.3 µM), for the others: at the top dose activity, negative = inhibition, usual class: inhibitors. 220,000 compounds, 7.3% hits; active = well fitted inhibition curve with a large enough effect, not every such curve was filed as active; inconclusive = small, poorly fitted or top-dose-only effect, or another doubt; inactive = no such curve, though single readings can be large or run the other way;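 also: plate controls were no enzyme wells and a reference inhibitor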
Target sequence (P00352 whole entry, looked up): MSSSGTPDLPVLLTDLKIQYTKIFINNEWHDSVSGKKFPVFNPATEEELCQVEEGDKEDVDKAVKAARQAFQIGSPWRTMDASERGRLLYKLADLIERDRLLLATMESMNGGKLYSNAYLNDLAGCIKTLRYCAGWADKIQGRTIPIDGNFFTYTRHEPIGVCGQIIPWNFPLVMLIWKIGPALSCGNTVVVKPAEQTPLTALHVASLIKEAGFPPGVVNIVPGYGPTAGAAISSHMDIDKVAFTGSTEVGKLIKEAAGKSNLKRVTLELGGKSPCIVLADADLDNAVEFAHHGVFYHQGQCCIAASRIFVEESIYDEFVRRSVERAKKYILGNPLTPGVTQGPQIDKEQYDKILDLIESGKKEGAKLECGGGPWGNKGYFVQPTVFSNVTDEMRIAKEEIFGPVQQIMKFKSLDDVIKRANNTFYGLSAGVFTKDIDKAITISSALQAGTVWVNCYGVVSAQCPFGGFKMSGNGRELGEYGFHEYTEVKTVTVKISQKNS
GAA glycogen mod = inhibitors or activators of human alpha-glucosidase glycogen cleavage; AID 2100; 300,000 compounds, 0.38% hits; recombinant GAA, glycogen substrate, Amplex Red glucose oxidase fluorescence; Potency, µM (titrated, usually from 76.4 µM), inactives show top-dose activity change, negative = inhibition, usual class: inhibitors; active = well fitted inhibition curve with a large enough effect; inconclusive = small, poorly fitted or top-dose-only effect, or another doubt; inactive = no such curve, though single readings can be large or run the other way;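 also: 0% = full enzyme reaction and -100% = no-enzyme basal signal; the screen sought inhibitors and activators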
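Natural-substrate format: glycogen cleavage by 4 nM human enzyme, glucose read by Amplex Red coupling (Ex 573, Em 610 nm). Normalized to enzyme and no-enzyme controls.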
* = called active by the depositor; ? = inconclusive; . = not tested or not shown; [ ] = remark or other dose. Potency is read from the fitted curve at half-maximal effect.

SMILES	ALDH1A1 block	GAA glycogen mod
NCCc1ccc(S(=O)(=O)O)cc1[N+](=O)[O-]	0%[13.5 µM]	.
Nc1nc2c(ncn2[C@@H]2O[C@H](CO)[C@@H](O)[C@@H]2O)c(=[SH+])[nH]1.O=[N+]([O-])c1ccc(O)[c]([Hg])c1	0.05µM*	.
NS(=O)(=O)c1ccc(-c2ccc([As](=O)(O)O)cc2)cc1	4%[13.5 µM]	.
CC1=NN(c2ccccc2)C(=O)[C@@H]1N=Nc1ccc([As](=O)(O)O)c(O)c1	3.5µM*	.
CSc1ccc2c(c1)c(CCN)c(C)n2Cc1ccccc1Cl	18%[13.5 µM]	.
c1cc2c(c(NC3=NCCN3)c1)CCCC2	14%[13.5 µM]	.
CCCCC[CH2][Hg][S]C1=C2N=CNC2NC(N)=N1 (centres undefined)	0.32µM*	.
C1C[C@@H]2CN(CCCN3CCOCC3)[C@@H](C1)O2	11%[13.5 µM]	.
CCN(CC)CCn1ncc2c(N)ncnc21	2%[13.5 µM]	.
C=C(C)c1ccccc1 (tested in a mixture with another compound)	1%[13.5 µM]	.
CC(C)c1nccn1Cc1ccc(Cl)cc1Cl	13%[13.5 µM]	.
c1ccc(CCN2CCOCC2)nc1	-6%[13.5 µM]	.
CC(C)[C@@H](C)/C=C\[C@@H](C)[C@@H]1CC[C@H]2C3=CC=C4C[C@@H](O)CC[C@]4(C)[C@H]3CC[C@]21C	-8%[13.5 µM]	.
O=C(O)C[C@H]1OCC=C2CN3CC[C@@]45C6=CC(=O)C(=O)C([N+](=O)[O-])=C6N[C@H]4[C@H]1[C@H]2C[C@@H]35	-6%[13.5 µM]	.
NC(CCl)=N[C@H]1CN2CCC1CC2	?	.

5 entries from above in another layout.
Every second line gives: ALDH1A1 block | GAA glycogen mod
CC1=NN(c2ccccc2)C(=O)[C@@H]1N=Nc1ccc([As](=O)(O)O)c(O)c1
 : 3.5µM* | .
c1ccc(CCN2CCOCC2)nc1
 : -6%[13.5 µM] | .
O=C(O)C[C@H]1OCC=C2CN3CC[C@@]45C6=CC(=O)C(=O)C([N+](=O)[O-])=C6N[C@H]4[C@H]1[C@H]2C[C@@H]35
 : -6%[13.5 µM] | .
NCCc1ccc(S(=O)(=O)O)cc1[N+](=O)[O-]
 : 0%[13.5 µM] | .
CCCCC[CH2][Hg][S]C1=C2N=CNC2NC(N)=N1 (centres undefined)
 : 0.32µM* | .

In a second layout: results already given
molecule,ALDH1A1 block,GAA glycogen mod
c1cc2c(c(NC3=NCCN3)c1)CCCC2,14%[13.5 µM],.
CCCCC[CH2][Hg][S]C1=C2N=CNC2NC(N)=N1 (centres undefined),0.32µM*,.

Continuation:
SMILES	ALDH1A1 block	GAA glycogen mod
CCC1(CCSC(=N)N)C(=O)NC(=O)NC1=O	-1%[13.5 µM]	.
N[C@@H](Cc1ccccc1)P(=O)(O)O	-1%[13.5 µM]	.
NC[C@@H](Cc1ccccc1)P(=O)(O)O	19%[13.5 µM]	.
CN[C@H](Cc1ccccc1)c1cccc(OC)c1O	5%[13.5 µM]	.
c1ccc(C[N+]23CN4CN(CN(C4)C2)C3)cc1	-3%[13.5 µM]	.
CN1C[C@H](C(=O)N[C@@]2(C)O[C@@]3(O)[C@H]4CCCN4C(=O)[C@@H](Cc4ccccc4)N3C2=O)C=C2c3cccc4[nH]cc(c34)C[C@@H]21	-13%[13.5 µM]	.
S=P(C1CCCCC1)(C1CCCCC1)[C@H](c1cccnc1)N1CCCC1	-16%[13.5 µM]	.
C[n+]1c(/C=C\c2ccc(O)c3ncccc23)[se]c2ccccc21	-7%[13.5 µM]	.
NNc1nncn1N	-8%[13.5 µM]	.
COc1cc2c3cc1Oc1c(O)c(OC)cc4c1[C@@H](Cc1ccc(cc1)Oc1cc(ccc1O)C[C@H]3N(C)CC2)N(C)CC4	-5%[13.5 µM]	.
Cc1cc[c]([Sb]2[O]C([C@H](O)[C@H](O)C(=O)O)[C@@H](CO)[O]2)cc1 (some centres undefined)	3%[13.5 µM]	.
O=C(O)CN1CCN(CC(=O)O)CC(=O)[O][Hg][O]C(=O)C1	1.6µM*	.
CS(=N)(=O)CC[C@H](N)P(=O)(O)O (some centres undefined)	4%[13.5 µM]	.
C[C@H]1CC[C@@]2(NC1)O[C@@H]1C[C@@H]3[C@@H]4CC=C5C[C@@H](O)CC[C@]5(C)[C@@H]4CC[C@]3(C)[C@H]1[C@@H]2C	9%[13.5 µM]	.
[N-]=[N+]=CC(=O)CC[C@H](N)C(=O)O	3%[13.5 µM]	.
NC1=NC([S][Hg][c]2ccc(N)cc2)c2ncn([C@@H]3O[C@H](CO)[C@@H](O)[C@@H]3O)c2N1 (some centres undefined)	0.1µM*	.
C[C@H](c1ccccc1)N1CCN([C@@H](C)c2ccccc2)CC1	-3%[13.5 µM]	.
COc1cc2ccccc2c2cc([N+](=O)[O-])oc12	-6%[13.5 µM]	.
CC1(C)CCC(C)(C)c2c1ccc(O)c2Cc1c(O)ccc2c1C(C)(C)CCC2(C)C	-8%[13.5 µM]	.
C/C=C(\C)C(=O)N[C@@H](c1ccccc1)[C@@H](O)C(=O)O[C@H]1C[C@@]2(O)[C@@H](OC(=O)c3ccccc3)C3[C@](C)(C(=O)[C@H](OC(C)=O)C(=C1C)C2(C)C)[C@H](O)C[C@H]1OC[C@@]31OC(C)=O (some centres undefined)	.	-3%[76.3 µM]
O=C(c1cccc(C(F)(F)F)c1)N1C[C@H]2C[C@@H](C1)c1cccc(=O)n1C2	.	-3%[76.3 µM]
O=C(C(=O)N1CCOCC1)c1cn(Cc2ccccc2F)c2ccccc12	.	2%[76.3 µM]
c1ccc(CCNCc2cccs2)cc1	.	19%[76.3 µM]
CCOC(=O)c1c(C)[nH]c(C)c1C(=O)C(Cc1ccccc1)N(C)C (centres undefined)	.	-5%
CCC(C)C(NC(=O)CCCNC(=O)CCC(=O)OC1O[C@H]2OC3(C)CC[C@H]4[C@H](C)CCC(C1C)C24OO3)C(=O)O (some centres undefined)	.	2%
C[C@H](NC(=O)N1C[C@H]2C[C@@H](C1)c1cccc(=O)n1C2)C(=O)Nc1cccc(F)c1	.	-8%[76.3 µM]
Cc1ccc(C)c(NC(=O)CCNC(=O)N2C[C@H]3C[C@@H](C2)c2cccc(=O)n2C3)c1	.	-5%[76.3 µM]
CCc1cc(=O)oc2cc(OCC(=O)N3C[C@H]4C[C@@H](C3)c3cccc(=O)n3C4)ccc12	.	3%[76.3 µM]
COc1cccc(-n2c(/C=C/c3ccccn3)nc3ccccc3c2=O)c1	.	-1%[76.3 µM]
CC1CCCCN1CC(O)c1c[nH]c2ccccc12 (centres undefined)	.	-2%
O=c1[nH]c(=O)n(-c2ccc(F)cc2)c(O)c1/C=C1\C=Nc2ccccc21	.	-1%
Cc1ccc(NC(=O)CCNC(=O)N2C[C@H]3C[C@@H](C2)c2cccc(=O)n2C3)c(C)c1	.	-18%[76.3 µM]
CN1C(=O)/C(=C/c2ccc(Cl)s2)C(=O)NC1=S	.	-1%[76.3 µM]
CC(=O)Nc1ccccc1C(=O)OCC(=O)Nc1ncccn1	.	-1%[76.3 µM]
COc1ccc(CN2CCN(Cc3ccccc3OC)CC2)cc1	.	-11%
CCOc1cccc(CNCCc2c(C)[nH]c3ccc(OC(F)(F)F)cc23)c1O	.	3%
C[n+]1c(-c2ccccc2)c2cc(N)ccc2c2ccc(N)cc21	.	14%[76.3 µM]
C=CCN1C(=O)NC(=O)/C(=C/c2c(CCN(C)C(=O)c3ccccc3)cc3c(c2OC)OCO3)C1=O	.	-4%[76.3 µM]
CCCCc1cc(=O)oc2cc(OCC(=O)N3C[C@H]4C[C@@H](C3)c3cccc(=O)n3C4)c(Cl)cc12	.	-8%[76.3 µM]
COc1ccc(-n2c(O)c(C=NCCN3CCN(C(C)=O)CC3)c(=O)[nH]c2=S)cc1	.	3%
C=CCc1cccc(C=Nc2c[nH]c(=O)[nH]c2=O)c1O	.	?
COc1ccc(C(CNC(=O)CCc2ccsc2)N(C)C)cc1 (centres undefined)	.	1%
CCCCCn1c(=O)c(C(=O)NCc2ccccc2Cl)c(O)c2ccccc21	.	11%[76.3 µM]
O=C1C2CCCC1C(N1CCCCC1)CC2 (centres undefined)	.	0%[76.3 µM]
COc1ccc(-n2c(/C=C/c3ccc(O)cc3)nc3ccccc3c2=O)cc1	.	-1%[76.3 µM]

The last 2 entries of the part before come first, to join the parts.
SMILES	ALDH1A1 block	GAA glycogen mod
O=C1C2CCCC1C(N1CCCCC1)CC2 (centres undefined)	.	0%[76.3 µM]
COc1ccc(-n2c(/C=C/c3ccc(O)cc3)nc3ccccc3c2=O)cc1	.	-1%[76.3 µM]
COc1c(C)cc(C(=O)C2CCCN(Cc3cccc(O)c3)C2)cc1C (centres undefined)	.	1%[76.3 µM]
COc1ccc(C(=O)OC2CC3CCC(C2)[N+]3(C)[O-])cc1OC (centres undefined)	.	1%
COc1nc2ccccc2nc1N1CCN(C)CC1	.	0%
COc1ccc(CCNCc2c(OC)ccc3ccccc23)cc1	.	0%
c1ccc(-n2ccnc2)cc1	.	-4%[76.3 µM]
Cc1nc2ccccc2c(=O)n1-c1ccc([N+](=O)[O-])cc1	.	-1%[76.3 µM]
COc1ccc(CC(C)Nc2cccc(F)c2)cc1 (centres undefined)	.	-2%[76.3 µM]
CCN(CC)C(=O)c1ccc(NC(=O)CNC(C)c2cccc3ccccc23)cc1 (centres undefined)	.	1%[76.3 µM]
O=C1NC(=O)C2(Cc3cc([N+](=O)[O-])ccc3N3CCN(C(=O)c4ccccc4)CC32)C(=O)N1 (centres undefined)	.	-9%[76.3 µM]
C#CC1(OC(=O)c2ccccc2)CC(C)N(C)CC1C (centres undefined)	.	-1%[76.3 µM]
O=c1cccc2n1CC1CC2CN(S(=O)(=O)c2cc(Cl)ccc2Cl)C1 (centres undefined)	.	-10%[76.3 µM]
O=S1(=O)N(Cc2ccc(F)cc2)CCCN1Cc1ccccc1Cl	.	-10%
COc1ccc(NC(=O)c2cn(CCC#N)nc2-c2ccccc2)cc1	.	-2%[76.3 µM]
CC(C(=O)c1ccc(Cl)cc1Cl)n1cncn1 (centres undefined)	.	-11%
O=C(N/N=C/c1c(O)n(C2CC2)c(=S)[nH]c1=O)c1ccccc1	.	-1%[76.3 µM]
O=C1NC(=O)C(=Cc2ccc(-c3ccc(Cl)cc3)o2)C(=O)N1	.	-2%[76.3 µM]
CC(=O)Nc1ccc(CC(=O)N2CCN(Cc3ccccc3)CC2)cc1	.	-22%
NP(=O)(OCCCc1ccccc1)Oc1ccc(Cl)cc1 (centres undefined)	.	18%[76.3 µM]
CCc1ccc(NC(=O)CCNC(=O)N2C[C@H]3C[C@@H](C2)c2cccc(=O)n2C3)cc1	.	-5%[76.3 µM]
CC1(C)C(C(=O)N2CCN(c3ccc(Cl)cc3)CC2)C1(C)C	.	8%
CN1CCc2cc3c(c4c2C1Cc1ccccc1-4)OCO3 (centres undefined)	.	?
Cc1c(O)ccc(C(=O)CN2CC(C)OC(C)C2)c1O (centres undefined)	.	-4%[76.3 µM]
COc1ccc(CNCCc2c[nH]c3ccccc23)cc1OC	.	-2%
COc1ccc(N=C(C)c2c(O)[nH]c(=O)[nH]c2=O)cc1	.	-11%[76.3 µM]
O=c1[nH]c(=O)n(-c2ccccc2F)c(O)c1/C=C1\C=Nc2ccccc21	.	-4%
CCCC[N+]12C3C[C@H](C4[C@H](O)[C@]5(C[C@@H]41)c1ccccc1N(C)[C@@H]35)[C@H](CC)[C@H]2O (some centres undefined)	.	-6%
CCN1C[C@]2(CO)CC[C@H](OC)[C@@]34C2[C@H](OC)[C@@](O)(C13)[C@@]1(O)C[C@H](OC)[C@H]2C[C@@H]4[C@@H]1[C@H]2OC	.	3%
O=C(COc1ccc(Br)cc1)N1CCN(Cc2ccc3c(c2)OCO3)CC1	.	-5%[76.3 µM]
O=C(Cc1ccccc1)N1CCN(CCCc2ccccc2)CC1	.	-8%[76.3 µM]
COc1ccccc1NC(=O)c1cn(CCC#N)nc1-c1ccc(F)cc1	.	15%[76.3 µM]
Cc1cc(OC(C)C(=O)NCC(O)c2ccccc2)c2c3c(c(=O)oc2c1)CCC3 (centres undefined)	.	-1%[76.3 µM]
Cc1ccsc1CNCCc1ccc(F)cc1	.	-7%[76.3 µM]
FC(F)(F)c1ccc(CNCCc2c[nH]c3ccccc23)cc1	.	-2%[76.3 µM]
COc1ccc(-n2c(CN3CCOCC3)nc3ccccc3c2=O)c(OC)c1	.	14%[76.3 µM]
Cn1cc(C(O)CN2CCCCC2)c2ccccc21 (centres undefined)	.	2%[76.3 µM]

Six entries out of the list, arranged by count of non-hydrogen atoms, lowest first:
SMILES	ALDH1A1 block	GAA glycogen mod
Cc1ccsc1CNCCc1ccc(F)cc1	.	-7%[76.3 µM]
O=C(Cc1ccccc1)N1CCN(CCCc2ccccc2)CC1	.	-8%[76.3 µM]
COc1ccccc1NC(=O)c1cn(CCC#N)nc1-c1ccc(F)cc1	.	15%[76.3 µM]
COc1ccc(-n2c(CN3CCOCC3)nc3ccccc3c2=O)c(OC)c1	.	14%[76.3 µM]
Cc1cc(OC(C)C(=O)NCC(O)c2ccccc2)c2c3c(c(=O)oc2c1)CCC3 (centres undefined)	.	-1%[76.3 µM]
CCN1C[C@]2(CO)CC[C@H](OC)[C@@]34C2[C@H](OC)[C@@](O)(C13)[C@@]1(O)C[C@H](OC)[C@H]2C[C@@H]4[C@@H]1[C@H]2OC	.	3%

Some of the compounds tested (hit frequency here may not be typical).
